PTAP-TSG101 blk – inhibitors of HIV-1 PTAP binding to human TSG101, validation; Fluorescence polarization, FITC-PTAP peptide/Tsg101, 20 min; AID 1347069; Potency, µM (series often up to 115 µM), inactives show top-dose activity change, negative = inhibition, hits mostly inhibitors; Q99816; 44,000 tested, under 10 active; further: potency means the concentration at half of the fitted maximal effect; 0% is about no effect
Target sequence (Q99816 whole entry, looked up): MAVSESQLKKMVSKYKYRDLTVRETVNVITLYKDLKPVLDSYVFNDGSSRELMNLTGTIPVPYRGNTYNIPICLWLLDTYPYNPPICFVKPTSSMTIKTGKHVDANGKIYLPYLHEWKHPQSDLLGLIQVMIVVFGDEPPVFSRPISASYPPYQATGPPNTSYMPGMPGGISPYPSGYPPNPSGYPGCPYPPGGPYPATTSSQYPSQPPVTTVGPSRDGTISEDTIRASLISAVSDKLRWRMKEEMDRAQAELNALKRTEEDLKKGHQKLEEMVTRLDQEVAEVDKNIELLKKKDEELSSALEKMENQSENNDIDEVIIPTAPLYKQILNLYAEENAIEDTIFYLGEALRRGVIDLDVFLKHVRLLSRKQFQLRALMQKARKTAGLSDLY
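The Tsg101 binding domain, at 10 uM final, is mixed with compound and a FITC peptide bearing the PTAP motif (50 nM final). After 20 min at r.t., polarization is measured; actives defined by CRC class, efficacy cut-off 60% inhibition.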
p53null 32C kill – p53 null cell cytotoxicity, permissive temperature; Potency, µM (titrated, usually from 46.1 µM), for the others: at the highest dose activity change, negative = cytotoxicity, hits mostly cytotoxic; 55,000 compounds, 0.62% hits; H1299-neo p53 null cells, ATP luminescence, 24 h, 32C;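 further: potency means the concentration at half of the fitted maximal effect; 0% = DMSO only and -100% = full killing by 100 µM tamoxifen; nearly all actives have a fitted effect of over 55% in size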
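ATP-content luminescence in p53-null H1299-neo cells after 24 h compound exposure (up to 46 uM) at 32C permissive temperature; 0% and 100% killing set by DMSO and 100 uM tamoxifen; Hill-equation AC50.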
FH mod – Identification of activators of human fumarate hydratase by quantitative high-throughput screening; Fumarate hydratase, mitochondrial (Homo sapiens), P07954; FH coupled MDH/diaphorase resazurin fluorescence, 15 min; Potency, µM (highest dose often 79.9 µM), for the others: at the highest dose activity change, negative = inhibition, most hits filed as inhibitors; 54,000 compounds, 0.22% hits; AID 1347055, 2019; further: potency means the concentration at half of the fitted maximal effect; on the % scale 0 is the no-effect control and ±100 the full control effect; the screen sought activators but most active calls are inhibition curves; nearly all actives have a fitted effect of over 45% in size
NTMT1 inh – blocks human N-terminal methyltransferase 1 activity; Q9BV86; NTMT1 MTase-Glo SAH luminescence, purified enzyme; Potency, µM (doses to about 114 µM), without a hit: at the top dose activity change, negative = inhibition, hits mostly inhibitors; 59,000 compounds, 2.5% hits; AID 1645870;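 further: potency means the concentration at half of the fitted maximal effect; plate controls were DMSO vehicle for no effect and no enzyme for full effect; nearly all actives have a fitted effect of over 65% in size; many of its hits are not listed in these tables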
Target sequence (Q9BV86 whole entry, looked up): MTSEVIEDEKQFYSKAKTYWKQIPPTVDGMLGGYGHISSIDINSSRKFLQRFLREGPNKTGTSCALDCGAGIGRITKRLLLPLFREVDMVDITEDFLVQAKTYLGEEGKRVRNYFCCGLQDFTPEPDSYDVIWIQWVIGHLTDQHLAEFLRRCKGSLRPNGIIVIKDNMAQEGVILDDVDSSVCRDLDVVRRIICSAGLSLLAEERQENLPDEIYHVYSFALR
B2AR arrestin ag – agonists recruiting beta-arrestin to human beta2-adrenergic receptor; AID 1347077; Potency, µM (highest dose often 46.1 µM), without a hit: top-dose activation, hits mostly activators; HTLA Tango cells, beta-arrestin recruitment, luciferase luminescence, 18 h; 44,000 tested, under 10 active; P07550;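 further: potency means the concentration at half of the fitted maximal effect; 0% = DMSO and full agonism = EC100 isoproterenol or metaproterenol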
Target sequence (P07550 whole entry, looked up): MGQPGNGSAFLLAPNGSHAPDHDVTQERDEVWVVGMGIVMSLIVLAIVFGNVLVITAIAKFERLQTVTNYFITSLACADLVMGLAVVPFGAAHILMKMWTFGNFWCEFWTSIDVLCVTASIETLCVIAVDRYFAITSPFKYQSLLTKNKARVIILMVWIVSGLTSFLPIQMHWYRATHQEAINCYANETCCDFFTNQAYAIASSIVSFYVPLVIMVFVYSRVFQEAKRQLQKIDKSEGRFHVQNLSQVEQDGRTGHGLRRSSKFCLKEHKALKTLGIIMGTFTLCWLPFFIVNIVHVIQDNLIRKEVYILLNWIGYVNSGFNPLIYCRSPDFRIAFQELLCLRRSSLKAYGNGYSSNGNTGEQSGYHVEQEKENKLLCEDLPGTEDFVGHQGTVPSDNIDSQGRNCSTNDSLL
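Tango cells (recombinant beta2-AR, beta-arrestin, tTA-driven luciferase), 1500/well in DMEM 1% FBS, treated 18 h at 37 °C with compounds up to 46 µM; luciferin mix added, luminescence read after 15 min; %activity curves fitted and curve-classed.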
GALK inhibitor – inhibitors of human galactokinase (GALK); AID 1347072; Potency, µM (titrated, usually from 57.5 µM), for the others: at the highest dose activity, negative = inhibition, most hits filed as inhibitors; P51570; recombinant GALK, Kinase-Glo ATP luminescence, 1 h; 44,000 tested, under 10 active;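 further: plate controls were full GALK reaction for no effect and reaction lacking GALK for full effect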
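Luminescent ATP-depletion readout (Kinase-Glo Plus) after 1 h room-temperature incubation of human GALK (5 nM) with galactose 100 µM and ATP 35 µM, pH 8.0 HEPES/Mg2+ buffer; compounds tested in qHTS format.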
p53null 39C tox – kills p53 null cells at the nonpermissive temperature; H1299 p53-null (neo) cells, 39C, ATPlite viability, 24 h; Potency, µM (highest dose often 46.1 µM), for the others: top-dose activity, negative = cell killing, hits mostly cytotoxic; 55,000 compounds, 0.97% hits; AID 904;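 further: potency means the concentration at half of the fitted maximal effect; 0% = DMSO only and -100% = full killing by 100 µM tamoxifen; nearly all actives have a fitted effect of over 50% in size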
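Cells seeded at 600/well, 37C overnight. Compound added (up to 46 uM), plates shifted to 39C for 24 hr. ATPlite added, luminescence read after 20 min at room temperature.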
The depositor's hits bear a star; ? = inconclusive; / = no result given; [ ] = another dose, or the depositor's remark. The call rests on the fitted dose curve; in most records, active means well fitted curve in the direction sought with a large enough effect; inconclusive means small, poorly fitted or top-dose-only effect, or another doubt; inactive means no such curve, though single readings can be large; an effect the other way counts as inactive or inconclusive. This is a subset, so the mix of outcomes need not match the whole.

cpd	SMILES	PTAP-TSG101 blk	p53null 32C kill	FH mod	NTMT1 inh	B2AR arrestin ag	GALK inhibitor	p53null 39C tox
1	CCOc1cc(C(=O)Nc2c(NC)c3ccccc3oc2=O)cc(OCC)c1OCC	0%	-1%	-28%	-9%	0%	5%	-11%
2	Cc1ccc(-n2ncc(C(=O)NCc3ccccc3C)c2-n2cccc2)cc1	-1%	26%	/	/	2%	1%	36%[activator]
3	COc1cccc(Nc2nc3ccc(C(=O)c4ccccc4)cc3n3c(C)nnc23)c1	-8%	8%	?	2%	1%	-4%	-24%
4	CC(=O)c1cc(-c2ccc(F)cc2)n(CCC(=O)NCc2ccccc2C)c1C	0%	-6%	/	/	-2%	-1%	-19%
5	COc1ccc(N2CCN(C(CNC(=O)C(=O)NCc3cccnc3)c3cccnc3)CC2)cc1 (centres undefined)	6%	-2%	4%	0%	0%	0%	1%
6	CCCCN(CC)C(=O)c1cc2c(=O)n3cccc(C)c3nc2n1C	-3%	9%	-4%	-14%	0%	0%	-14%
7	CSc1cccc(Nc2cc(C(=O)NC3CCCCC3)c3ccccc3n2)c1	-1%	-7%	-21%	4%	1%	7%	-7%
8	COc1ccc(C2=NN(C(C)=O)C(c3cn(-c4ccccc4)nc3-c3cccs3)C2)cc1 (centres undefined)	5%	/	-3%	18%	-2%	-1%	/
9	COc1ccccc1NC(=O)C1CCN(S(=O)(=O)c2cn(C)cn2)CC1	-5%	-4%	0%	13%	0%	0%	6%
10	CCOC(=O)c1c(C)[nH]c(CCC(=O)NCCCN2CCN(c3cc(C)ccc3C)CC2)c1C	1%	10%	-2%	?	0%	2%	?
11	Cc1cccc(C)c1NC(=O)Cn1c(SCC(=O)NCc2ccccc2)nc2ccccc21	-6%	-2%	2%	-10%	-1%	1%	6%
12	CC1=C(c2ccc(F)cc2)S(=O)(=O)N=C1N1CCC(C(=O)NCCc2ccccc2)CC1	2%	10%	1%	-7%	0%	0%	-17%
13	COc1ccc(-c2noc(-c3ccc(N4CCN(c5ccccc5)CC4)c([N+](=O)[O-])c3)n2)cc1	1%	-4%	-1%	-11%	-2%	3%	-3%
14	Cc1nnc(N2C(=O)c3oc4ccccc4c(=O)c3C2c2cccc(OCCC(C)C)c2)s1 (centres undefined)	-4%	5%	1%	-30%	0%	2%	-14%
15	Cc1ccc(NC(=O)Cn2c(CCC(=O)O)ccc2-c2cccs2)cc1	0%	-5%	0%	1%	1%	8%	-5%
16	O=C(c1ccc2c(c1)N(Cc1cccc(Cl)c1)C(=O)c1ccccc1S2(=O)=O)N1CCC(Cc2ccccc2)CC1	0%	-6%	-7%	-4%	0%	2%	12%
17	COc1ccc(NC(=O)Cn2c(=O)n(CCc3ccccc3)c(=O)c3ccccc32)cc1	2%	3%	0%	2%	-2%	7%	-22%
18	CC(C)c1ccc(NC(=O)c2cc3sc(Cl)cc3n2C)cc1	1%	?	-7%	6%	-2%	0%	-21%
19	Cc1ccc(S(=O)(=O)c2nnn3c2nc(NC2CCCCC2)c2sccc23)cc1C	0%	4%	-22%	7%	0%	3%	28%
20	COC(=O)c1cc(NC(=O)Cn2nc(-c3ccccc3)c3c(c2=O)CCCC3)cc(C(=O)OC)c1	0%	18%	-12%	-5%	0%	-6%	-12%
21	CCOC(=O)c1cc(-c2ccc(OC)cc2)n(CCC(=O)NC2CCC(C)CC2)c1C (centres undefined)	2%	54%[activator]	-20%	-2%	0%	2%	2%
22	Cc1cccc(OCC(=O)Nc2ccc(Cl)c(-c3nc4ccccc4[nH]3)c2)c1	1%	10%	-19%	12%	-4%	0%	-2%
23	CC(C)CCN(Cc1ccco1)C(=O)c1cc2c(s1)-c1ccccc1OC2	-2%	24%	-14%	-14%	0%	3%	-3%
24	CC(C)c1ccc(S(=O)(=O)c2nnn3c2nc(NCCc2ccccc2)c2sccc23)cc1	-4%	9%	-18%	-1%	4%	-1%	13%
25	Cc1nn(S(=O)(=O)c2ccc(C(C)C)cc2)c(C)c1S(=O)(=O)N1CCCCCC1	-3%	-7%	-12%	18%	1%	2%	-12%
26	CCOC(=O)N1CCN(C(=O)c2cnn(-c3cccc(C)c3)c2-n2cccc2)CC1	2%	-10%	-3%	11%	0%	1%	-23%
27	COCCNC(=O)c1sc2nc3n(c(=O)c2c1C)CCC3	2%	-1%	6%	6%	2%	0%	-11%
28	COc1ccc(C2=C(C)C(N3CCN(c4ccc(OC)cc4)CC3)=NS2(=O)=O)cc1	0%	-5%	-4%	-3%	-2%	3%	27%
29	CCCCCn1cc2c(c1-c1ccc(Br)cc1)c(=O)n(C)c(=O)n2C	-1%	-6%	?	-11%	-1%	7%	10%
30	Cc1cccc(C)c1NC(=O)c1c(C)oc2c1C1=NCCN1C=N2	-7%	11%	?	-5%	2%	?	11%

One compound at a time, from the list above. Values in the order: PTAP-TSG101 blk	p53null 32C kill	FH mod	NTMT1 inh	B2AR arrestin ag	GALK inhibitor	p53null 39C tox
`CC(C)CCN(Cc1ccco1)C(=O)c1cc2c(s1)-c1ccccc1OC2` is listed with -2%	24%	-14%	-14%	0%	3%	-3%
`COc1ccc(NC(=O)Cn2c(=O)n(CCc3ccccc3)c(=O)c3ccccc32)cc1` is listed with 2%	3%	0%	2%	-2%	7%	-22%
`CCCCCn1cc2c(c1-c1ccc(Br)cc1)c(=O)n(C)c(=O)n2C` is listed with -1%	-6%	?	-11%	-1%	7%	10%
`O=C(c1ccc2c(c1)N(Cc1cccc(Cl)c1)C(=O)c1ccccc1S2(=O)=O)N1CCC(Cc2ccccc2)CC1` is listed with 0%	-6%	-7%	-4%	0%	2%	12%
`Cc1cccc(C)c1NC(=O)c1c(C)oc2c1C1=NCCN1C=N2` is listed with -7%	11%	?	-5%	2%	?	11%

From entry 1 to 3, copied from above:
cpd	SMILES	PTAP-TSG101 blk	p53null 32C kill	FH mod	NTMT1 inh	B2AR arrestin ag	GALK inhibitor	p53null 39C tox
1	CCOc1cc(C(=O)Nc2c(NC)c3ccccc3oc2=O)cc(OCC)c1OCC	0%	-1%	-28%	-9%	0%	5%	-11%
2	Cc1ccc(-n2ncc(C(=O)NCc3ccccc3C)c2-n2cccc2)cc1	-1%	26%	/	/	2%	1%	36%[activator]
3	COc1cccc(Nc2nc3ccc(C(=O)c4ccccc4)cc3n3c(C)nnc23)c1	-8%	8%	?	2%	1%	-4%	-24%

Next part
cpd	SMILES	PTAP-TSG101 blk	p53null 32C kill	FH mod	NTMT1 inh	B2AR arrestin ag	GALK inhibitor	p53null 39C tox
31	CCOc1ccccc1NC(=O)c1cc(S(=O)(=O)NC2CCCC2)ccc1F	-4%	13%	-16%	4%	1%	2%	9%
32	Cc1ccccc1NC(=O)c1c(NC(=O)C(C)Oc2cccc(Cl)c2)sc2c1CCCC2 (centres undefined)	2%	7%	-10%	17%	0%	-1%	-1%
33	O=C(CSc1nc2c(oc3ccccc32)c(=O)n1Cc1ccco1)Nc1ccccc1Cl	0%	-1%	0%	-11%	0%	1%	2%
34	COC(=O)c1sccc1S(=O)(=O)N1CCN(c2ccc(Cl)cc2)CC1	-3%	-12%	-19%	8%	2%	3%	2%
35	COc1ccc(N2Cc3cccc(C(=O)Nc4ccc(C)cc4)c3C2=O)cc1	-3%	-6%	0%	-5%	1%	-1%	-10%
36	COc1ccc(CCNC(=O)c2cccc(Nc3nc4ccccc4nc3-n3nc(C)cc3C)c2)cc1OC	-8%	-1%	?	-2%	0%	2%	-5%
37	CC(=O)C1=C(c2ccc(C)cc2)N(C(C)=O)n2c(nnc2C2CCCCC2)S1	1%	3%	-9%	16%	-3%	-2%	-5%
38	CC(C)(C)c1ccc(-c2nc3cc(NC(=O)c4cc5ccccc5o4)ccc3o2)cc1	-6%	-4%	-3%	12%	-1%	0%	-8%
39	Cc1ccc(S(=O)(=O)Nc2ccc(-c3ccc(N4CCCCCC4)nn3)cc2)c(C)c1	1%	0%	/	/	1%	-2%	-9%
40	Cc1ccc(-n2c(=O)c3ccc(C(=O)NCc4ccco4)cc3n(Cc3ccc(Cl)cc3)c2=O)cc1	-3%	-11%	0%	11%	0%	8%	?
41	COc1ccc(NC(=O)Cn2cc(S(=O)(=O)c3ccc(C)cc3)c(=O)c3ccccc32)cc1OC	1%	-1%	-27%	0%	0%	6%	-4%
42	CCOc1cc(CNC(=O)c2ccc3nc(C(C)C)oc3c2)cc(OCC)c1OCC	-5%	2%	?	2%	0%	-4%	?
43	Cc1ccc(N2CCN(c3c(CN4CCCC4)c(=O)oc4ccccc34)CC2)c(C)c1	0%	4%	-4%	-1%	-2%	2%	-3%
44	CN(C)c1ccc(CNC(=O)C(Cc2ccccc2)NS(=O)(=O)c2ccc3c(c2)oc(=O)n3C)cc1 (centres undefined)	-1%	0%	15%	?	-1%	10%	-6%
45	CCN(C(=O)CSc1nc2ccccc2n1CC(=O)Nc1ccc(F)cc1F)c1ccccc1	-13%	10%	-11%	8%	-1%	2%	18%
46	CCCCOc1ccc(NC(=O)c2cc3c(n(-c4ccc(Cl)cc4)c2=O)CCCC3=O)cc1	-1%	3%	-16%	0%	0%	4%	7%
47	Cc1ccc(CCNC(=O)c2ccc(CS(=O)(=O)c3ccc(Br)cc3)o2)cc1	0%	-5%	-3%	-1%	-2%	4%	-27%
48	CCOC(=O)c1c(C)[nH]c(C)c1S(=O)(=O)N1CCC(C(=O)NCc2ccccc2)CC1	1%	-7%	8%	-8%	-1%	2%	-7%
49	Cc1nc2nc(SCC(=O)NCc3ccccc3Cl)nn2c(C)c1Cc1ccccc1	-7%	9%	?	?	-1%	-2%	-4%
50	CC(=O)N1CCN(C(=O)C(=O)Nc2c3c(nn2-c2ccc(Cl)cc2)CSC3)CC1	3%	6%	4%	4%	-3%	1%	3%
51	CCOC(=O)c1cc(-c2ccc(C)cc2)n(CCC(=O)NCCc2ccc(C)cc2)c1C	-1%	26%	-6%	-14%	0%	4%	-4%
52	Cc1ccn2c(Nc3ccc4c(c3)OCO4)c(-c3ccc(O)cc3)nc2c1	-7%	9%	?	?	8%	-2%	-1%

Screening results: PubChem BioAssay, National Center for Advancing Translational Sciences (NCATS)
